# Compound activity: PubChem, several laboratories
# C8 TRAIL sens: sensitizes caspase-8 expressing cells to TRAIL; NB7+C8 cells + TRAIL, ATPlite viability luminescence; inhibition (viability loss, TRAIL sensitization), % at 10 µM; 1% of 360,000 active;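 active = compounds causing at least 50% loss of cell viability in the single-dose screen, relative to plate controls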
# NOD2-RIPK2 inh: inhibitors of human NOD2-RIPK2 interaction. O43353. CHO BLA complementation NOD2-RIPK2, CCF4 ratio. inhibition, % at 4.98 µM. 0.38% of 360,000 active. AID 624267; in the data active = inhibition above about 21%;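 also: 0% = vehicle only and 100% = reference blocker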
# Target sequence (O43353 whole entry, looked up): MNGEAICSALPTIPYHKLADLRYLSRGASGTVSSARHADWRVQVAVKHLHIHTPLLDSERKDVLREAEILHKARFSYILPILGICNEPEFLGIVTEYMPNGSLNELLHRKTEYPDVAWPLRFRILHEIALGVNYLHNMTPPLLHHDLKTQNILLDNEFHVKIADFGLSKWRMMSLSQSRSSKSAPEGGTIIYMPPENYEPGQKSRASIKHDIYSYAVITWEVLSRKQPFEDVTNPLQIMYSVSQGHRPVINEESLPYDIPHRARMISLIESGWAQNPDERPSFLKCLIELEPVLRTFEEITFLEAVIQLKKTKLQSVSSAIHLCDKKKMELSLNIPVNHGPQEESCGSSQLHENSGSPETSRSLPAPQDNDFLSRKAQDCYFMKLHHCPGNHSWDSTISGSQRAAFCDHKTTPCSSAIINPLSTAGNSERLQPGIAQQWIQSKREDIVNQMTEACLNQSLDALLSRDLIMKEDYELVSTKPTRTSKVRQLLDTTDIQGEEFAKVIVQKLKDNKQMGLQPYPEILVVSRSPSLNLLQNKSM
# NCOA1 inh: inhibitors of human steroid receptor coactivator 1 (SRC1); HEK293 GAL4-SRC1 luciferase reporter, luminescence; inhibition, % at 3.6 µM; 0.12% of 360,000 active; Q15788;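 active = inhibition above the campaign mean plus 3 SD, with each screening campaign given its own cutoff, cut at about 60% in these data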;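 also: 0% = DMSO treated cells and 100% = gossypol at 36 µM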
# Vif imaging: HIV Vif inhibition. 0.35% of 340,000 active. inhibition, % at 7.49 µM. HEK293T cells, Vif self-association by quenched fluorescence, imaging, 24 h; in the data active = inhibition above about 50%, passing the limit was not always enough; also: some results filed as inactive read as strong as hits
# COUP-TFII inh: inhibitors of human COUP-TFII (NR2F2); P24468; HEK293T NGFI-A luciferase reporter, luminescence; inhibition, % at 8.6 µM; 0.7% of 370,000 active;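 active = inhibition above a per-plate cutoff, mean inhibition of test wells between control levels plus 3 SD, cut at about 38% in these data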;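 also: cells cotransfected with COUP-TFII expression vector driving the NGFI-A reporter; 0% = median of COUP-TF2 test wells and 100% = reporter-only cells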
# Target sequence (P24468 whole entry, looked up): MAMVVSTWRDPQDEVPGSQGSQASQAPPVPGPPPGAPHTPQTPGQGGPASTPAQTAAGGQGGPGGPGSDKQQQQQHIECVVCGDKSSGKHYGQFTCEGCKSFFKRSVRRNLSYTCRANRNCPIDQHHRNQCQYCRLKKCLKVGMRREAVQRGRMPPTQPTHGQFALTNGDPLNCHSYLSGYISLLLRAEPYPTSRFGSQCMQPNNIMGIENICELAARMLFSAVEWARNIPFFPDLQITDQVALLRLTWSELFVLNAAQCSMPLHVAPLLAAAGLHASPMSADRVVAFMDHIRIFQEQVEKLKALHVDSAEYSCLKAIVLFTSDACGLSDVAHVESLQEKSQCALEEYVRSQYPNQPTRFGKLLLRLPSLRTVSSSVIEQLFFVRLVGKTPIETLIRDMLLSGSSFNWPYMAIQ
# LMP1 NFkB inh: Epstein-Barr LMP1 NF-kappaB reporter inhibition. inhibition, % at 12.5 µM. 0.69% of 350,000 active. LMP1-induced NF-kappaB luciferase reporter cells, luminescence. AID 504558; in the data active = inhibition above about 41%;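 also: 0% = neutral control wells and 100% = reference inhibitor control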
# TLR9-MyD88 block: inhibitors of human TLR9-MyD88 binding; Q9NR96+Q99836; CHO BLA complementation TLR9-MyD88, CCF4 FRET ratio; inhibition, % at 4.98 µM; 0.21% of 340,000 active; AID 504734;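 active = inhibition above the mean over all tested compounds plus 3 SD, cut at about 21% in these data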;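 also: 0% = DMSO only wells and 100% = clavulanate BLA inhibitor control wells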
# LRH-1 inv ag: suppresses constitutive activity of human LRH-1; inhibition, % at 3.6 µM; O00482; 0.13% of 360,000 active; HEK293T StAR-luciferase reporter, LRH-1 transfected, 24 h;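 active = inhibition above the mean inhibition of all tested compounds plus 3 SD, cut at about 73% in these data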;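 also: 0% = DMSO wells and 100% = reporter-only cells lacking LRH-1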
# TROY NFkB inh: inhibitors of TROY-dependent NF-kB signaling. Q293 LMP1-TROYcd NF-kB luciferase reporter, 4 h. inhibition, % at 10 µM. 0.98% of 360,000 active;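 active = compounds whose plate-normalised and pattern-corrected inhibition of the luciferase reporter signal at the single screening dose is 50% or more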
# SRC2 inh: human SRC2 (NCOA2) inhibition; HEK293 GAL4-SRC2 luciferase reporter, luminescence; AID 651957; Q15596; inhibition, % at 9 µM; 0.17% of 370,000 active;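 active = inhibition above the mean inhibition of all tested compounds plus 3 SD, set per campaign, cut at about 52% in these data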;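 also: 0% = DMSO treated cells and 100% = cells given Gossypol at 36 µM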
# SRC3 inh: inhibitors of human steroid receptor coactivator 3 (SRC3). inhibition, % at 3.6 µM. AID 588352. 0.17% of 360,000 active. HEK293 GAL4-SRC3 luciferase reporter, luminescence;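 active = inhibition above a per-campaign cutoff, the mean of all compounds plus 3 SD, cut at about 60% in these data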;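 also: 0% = DMSO-treated cells and 100% = gossypol-treated cells at 36 µM; higher means less SRC3-driven luciferase light from the GAL4 reporter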
# Active calls of the source: *; · = no result given. Only part of the results is shown; rates above refer to the full screens.
# The line under a structure holds: Vif imaging, LMP1 NFkB inh, NCOA1 inh, SRC3 inh, C8 TRAIL sens, SRC2 inh, NOD2-RIPK2 inh, COUP-TFII inh, TROY NFkB inh, TLR9-MyD88 block, LRH-1 inv ag
- COC(=O)CN1C(=O)[C@H]2[C@@H](c3ccc(C)o3)N3C(=O)CN(Cc4ccccn4)C(=O)[C@@]3(Cc3ccccc3)[C@H]2C1=O
  -4, -7, -10, 13, 13, -4, -3, -7, 6, 7, -4
- O=C(N/N=C/c1ccc2c(c1)OCO2)c1ccc2ccccc2n1
  -1, 7, -13, -15, 46, -34, -6, -14, -20, 5, -1
- CCOC(=O)c1nnn(CC(=O)Nc2ccccc2)c1C(=O)OCC
  3, -4, 4, 5, 5, 14, 4, -4, 13, -1, 10
- Cc1oc(-c2ccccc2Cl)nc1CS(=O)(=O)CC(=O)NC(C)c1ccccc1 (centres undefined)
  2, 4, 8, -2, -1, -3, -14, 15, -2, -2, 7
- CCOc1ccc(S(=O)(=O)N2CCC(C(=O)N3CCN(Cc4ccccc4)CC3)CC2)cc1
  -7, 16, -6, -8, 4, 4, 9, 20, -13, 5, -7
- COc1ccccc1C(O)c1ncc(-c2ccc(Cl)cc2)[nH]1 (centres undefined)
  -4, ·, -13, 0, 9, 13, 8, -9, -29, ·, -2
- Cn1c(N)c(C(=O)COC(=O)CNC(=O)c2ccccc2Cl)c(=O)n(C)c1=O
  -1, -2, -3, -2, 1, 6, -3, 1, 9, -4, 5
- CCn1cc(CN2CCC(C(=O)Nc3ccc(Oc4cccnc4)cc3)CC2)c(C)n1
  1, 1, 17, 13, -2, -10, 4, 14, -3, -4, 0
- COc1ccc(C)cc1NC(=O)C(=O)NNC(=O)COc1ccc(Cl)cc1
  42, 4, -10, 6, 5, -10, -2, 1, 9, 9, 2
- C#CCOCCOCCOCCNc1nc(N2CCN(C(=O)[C@H](CCCCN)n3cc(CCC(=O)O)nn3)CC2)nc(N2CCN(C(=O)[C@H](Cc3ccc(O)cc3)n3cc(CCO)nn3)CC2)n1
  -4, -14, -14, -8, -2, -27, 3, 4, 5, -5, -2
- Oc1ccc(-c2nccs2)cc1
  21, 0, -10, -25, 1, -24, -10, -5, -6, -2, -8
- CCCCC(=O)N(c1ccc(C)c(C)c1)C1C=CS(=O)(=O)C1 (centres undefined)
  -2, -12, 1, 9, -7, 14, -10, 16, 6, 4, 10
- O=C(NCCN1CCN(Cc2ccc([N+](=O)[O-])cc2)CC1)C(=O)Nc1ccccc1
  4, 4, -7, 0, -1, 3, -19, -21, 5, 1, -34
- O=C(/C=C/c1ccc(F)cc1)Nc1cc(S(=O)(=O)N2CCOCC2)ccc1N1CCOCC1
  5, -6, -29, 8, -6, -20, 4, 0, 3, 0, 16
- CCOC(=O)COc1ccc(/C=C2/C(=O)NN(c3ccc(F)cc3)C2=O)cc1OC
  0, -1, 15, 3, -16, 13, -28, 26, -35, -8, -3

# Exported as tab-separated lines: two of the compounds above
SMILES	Vif imaging	LMP1 NFkB inh	NCOA1 inh	SRC3 inh	C8 TRAIL sens	SRC2 inh	NOD2-RIPK2 inh	COUP-TFII inh	TROY NFkB inh	TLR9-MyD88 block	LRH-1 inv ag
O=C(NCCN1CCN(Cc2ccc([N+](=O)[O-])cc2)CC1)C(=O)Nc1ccccc1	4	4	-7	0	-1	3	-19	-21	5	1	-34
O=C(N/N=C/c1ccc2c(c1)OCO2)c1ccc2ccccc2n1	-1	7	-13	-15	46	-34	-6	-14	-20	5	-1

# Next part:
# The line under a structure holds: Vif imaging, LMP1 NFkB inh, NCOA1 inh, SRC3 inh, C8 TRAIL sens, SRC2 inh, NOD2-RIPK2 inh, COUP-TFII inh, TROY NFkB inh, TLR9-MyD88 block, LRH-1 inv ag
- CC[C@@H](C)[C@H](NC(=O)Cc1c(C)c2c(cc(C)c3c(C)c(C)oc32)oc1=O)C(=O)O
  13, -6, 2, 12, -17, -15, 0, 12, -28, 9, -10
- COC1(OC)N=C(N)C2(C#N)C(c3ccc4c(c3)OCO4)C12C#N (centres undefined)
  6, 6, -13, 2, -11, -36, -8, 4, 13, 2, -16
- CC(C)NC(=O)c1ccc(COc2cc(Cl)ccc2Cl)o1
  -1, 14, -10, -5, 3, -15, -2, 7, -38, -7, 1
- CCOCCCn1c(=N)c(C(=O)NCCN2CCOCC2)cc2c(=O)n3cccc(C)c3nc21
  -15, 2, -1, 2, 2, -13, -5, 17, 3, -12, 8
- O=C(CN1C(=O)c2ccc([N+](=O)[O-])cc2C1=O)Nc1nccs1
  -11, -11, -3, 17, -6, 11, -13, -2, -8, 5, 8
- Cc1ccc(N2C(=O)CC(Sc3ncccc3C(=O)O)C2=O)cc1 (centres undefined)
  14, -4, 2, -8, -6, -45, -4, -2, -11, 5, -4
- COCCN1CCN(Cc2cn(C)nc2-c2cccc(Cl)c2)CC1
  -3, 8, -7, 7, 0, 14, 4, 1, -1, -2, 27
- CSc1ccc(Cc2ccc(Cl)cc2Cl)nn1
  1, 6, -36, -22, 2, -29, 2, -5, -37, 5, -27
- COc1ccc(C2=NOC(Cn3nc(-c4ccccc4)cc3C(=O)NCc3cccc(Br)c3)C2)cc1 (centres undefined)
  -2, -3, -6, 5, -7, -6, -6, -4, 2, -1, -10
- CCCCN(C(=O)c1ccc(S(=O)(=O)N2CCOCC2)cc1)C1CCS(=O)(=O)C1 (centres undefined)
  2, 0, 12, -3, -21, 13, 4, -9, 5, 4, -11
- Cn1nc(CC#N)c2c(=N)n(N)cnc21
  20, 4, -13, 7, -2, -25, 0, 4, 0, -5, 4
- Cn1nccc1NC(=O)Nc1cccc([N+](=O)[O-])c1
  6, -8, 10, 19, 3, -5, -6, 2, 7, 3, -16
- O=[N+]([O-])c1ccc(N2CCN(S(=O)(=O)c3ccc(Cl)c(Cl)c3)CC2)cc1NCCN1CCOCC1
  7, -4, -9, 24, 5, -7, 6, 1, 12, -1, 11
- O=C(Cn1c2[n+](c3ccc(C(F)(F)F)cc31)CCCCC2)Nc1c(F)cccc1F
  3, -3, -13, 3, 4, 21, -8, 16, 7, 1, 25
- C[C@@H](C(=O)NCc1ccc(S(C)(=O)=O)cc1)[C@@H]1C[C@@]1(C)[C@@H](NC(=O)OCc1ccccc1)c1ccccc1
  -13, 3, -4, -3, -11, -19, -19, 5, -7, -8, 1
- CN1/C(=C\C(=O)c2cccs2)Sc2ccccc21
  15, -41, -132, -82, 64*, -46, -1, -22, -55, 1, -149
- O=C(O)/C=C/c1cn(-c2ccccc2)nc1-c1ccc(-c2ccc([N+](=O)[O-])cc2)o1
  -15, -1, -5, 11, 11, -24, 4, -5, -8, -6, 9
- COc1ccc(N2CCN(C(=O)c3ccc(C)c(NC(=O)c4ccco4)c3)CC2)cc1
  18, 6, 0, 0, -20, -21, -2, 8, 1, 3, -20
- CC(=O)N1c2ccc(S(=O)(=O)NCC3CCC(C(=O)NC4CCCCC4C)CC3)cc2CC1C (centres undefined)
  -8, -2, 9, 20, 15, -15, -6, -18, 8, 11, 15
- Clc1ccc(Cn2c(-c3cccnc3Cl)nc3ccccc32)cc1
  -6, -11, -2, -6, -10, -6, -1, 16, 12, -15, 13
- CCCn1c(N)c(N(C)C)c(=O)n(CC(=O)Nc2ccc(OC(F)(F)F)cc2)c1=O
  ·, -1, 5, 8, -4, -10, -1, -17, -32, -1, -10
- CCOC(=O)CNC(=O)CSc1nnc(NC(=O)c2ccc3c(c2)OCO3)s1
  ·, 25, -30, -90, 83*, -14, -4, -6, -1, -8, -66
- COc1ccc(NC(=O)C2CCCN(S(=O)(=O)c3cccc4nonc34)C2)cc1OC (centres undefined)
  -1, 2, -2, -1, -3, -17, 5, 2, -5, 0, 1
- COCCCNC(=O)c1cc2c(-c3cccc(OC)c3)nn(C)c2s1
  1, 14, -7, -5, 5, -14, -11, -9, -12, 2, 17
- Cc1csc2ncnc(N3CCN(C(=O)Nc4ccc(OC(F)(F)F)cc4)CC3)c12
  -10, 19, -7, 32, 4, 41, 2, 39*, 40, -10, -2
- COc1ccc(CCN(Cc2cc3cccc(C)c3[nH]c2=O)C(=O)NC2CCCCC2)cc1OC
  -2, 1, 8, 18, -21, 9, -2, 11, 9, -2, 15
- O=C(O)C1CCCN(S(=O)(=O)c2ccc3c(c2)OCCO3)C1 (centres undefined)
  2, -1, 9, -2, -8, 8, -2, -24, -8, 4, -2
- COc1cc(-c2cc(C(=O)N3CCCCCC3)c3ccccc3n2)cc(OC)c1OC
  15, 0, -12, 6, 27, -21, -13, -13, -10, 0, 0
- O=C(CCS(=O)(=O)c1ccc(Cl)cc1)NC1CCCC1
  3, 2, -5, 18, -9, -10, 9, -3, -10, -6, -2

# An excerpt from above in order of length of the SMILES, high to low:
# The line under a structure holds: Vif imaging, LMP1 NFkB inh, NCOA1 inh, SRC3 inh, C8 TRAIL sens, SRC2 inh, NOD2-RIPK2 inh, COUP-TFII inh, TROY NFkB inh, TLR9-MyD88 block, LRH-1 inv ag
- CC(=O)N1c2ccc(S(=O)(=O)NCC3CCC(C(=O)NC4CCCCC4C)CC3)cc2CC1C (centres undefined)
  -8, -2, 9, 20, 15, -15, -6, -18, 8, 11, 15
- COc1ccc(CCN(Cc2cc3cccc(C)c3[nH]c2=O)C(=O)NC2CCCCC2)cc1OC
  -2, 1, 8, 18, -21, 9, -2, 11, 9, -2, 15
- COc1ccc(N2CCN(C(=O)c3ccc(C)c(NC(=O)c4ccco4)c3)CC2)cc1
  18, 6, 0, 0, -20, -21, -2, 8, 1, 3, -20
- COc1ccc(NC(=O)C2CCCN(S(=O)(=O)c3cccc4nonc34)C2)cc1OC (centres undefined)
  -1, 2, -2, -1, -3, -17, 5, 2, -5, 0, 1
- Cc1csc2ncnc(N3CCN(C(=O)Nc4ccc(OC(F)(F)F)cc4)CC3)c12
  -10, 19, -7, 32, 4, 41, 2, 39*, 40, -10, -2
- COc1cc(-c2cc(C(=O)N3CCCCCC3)c3ccccc3n2)cc(OC)c1OC
  15, 0, -12, 6, 27, -21, -13, -13, -10, 0, 0
- CCOC(=O)CNC(=O)CSc1nnc(NC(=O)c2ccc3c(c2)OCO3)s1
  ·, 25, -30, -90, 83*, -14, -4, -6, -1, -8, -66
- COCCCNC(=O)c1cc2c(-c3cccc(OC)c3)nn(C)c2s1
  1, 14, -7, -5, 5, -14, -11, -9, -12, 2, 17
- Clc1ccc(Cn2c(-c3cccnc3Cl)nc3ccccc32)cc1
  -6, -11, -2, -6, -10, -6, -1, 16, 12, -15, 13
- CN1/C(=C\C(=O)c2cccs2)Sc2ccccc21
  15, -41, -132, -82, 64*, -46, -1, -22, -55, 1, -149
